T cell HTS: T cell immune modulators affecting CD8 T cell-vesicle binding. AID 2052. 0.068% of 330,000 active. 2C CD8+ T cell-vesicle binding, flow cytometry; active compounds read low. calls only at 7 µM;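 active = response, share of CD8 T cells binding vesicles, and their 90th percentile fluorescence all below set limits, cut at about 80% in these data, passing the limit was not always enough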
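material = purified 2C TCR transgenic mouse naive CD8+ T cells | controls = Unloaded micro-vesicles (low), QL9 vesicles with 0.7% DMSO (high) | detection = cytometric PE anti-B7-1 and Alexa647 anti-CD8 signals after 1% paraformaldehyde fixation | incubation = binding step 1.5 h, 37 °C, antibody labelling 20 min, ice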
Autophagy mod: modulators of autophagy; MEF GFP-LC3 puncta imaging; test concentration mostly 10 µM; calls only at 10 µM (by protocol); 0.98% of 190,000 active; AID 463193;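 active = percentage of spot-positive cells more than 3 SD above its plate mean, without a fluorescence outlier flag or 80% toxicity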;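 note: spot-positive cell cutoff set from DMSO-treated cells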
Insulin prom up: MIN6 insulin promoter up-regulation | z-score at 5 µM | MIN6 insulin promoter-GFP reporter, high-content imaging; active compounds read high | 0.3% of 190,000 active;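 active = z-score above 3 at 5 µM with at least 500 cells counted in the well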
Dynein transport: blocks dynein driven cargo transport along microtubules. 3617.4 mouse cells, GR-EGFP nuclear translocation imaging; test concentration mostly 20 µM; stimulated with dexamethasone, 1 µM; active compounds read low. z-score, hits read low. 0.47% of 220,000 active;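 active = plate z-score of nuclear minus cytoplasmic receptor signal below a set negative limit, without overly bright fluorescence or cell loss, cut at about -3.5 in these data, passing the limit was not always enough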;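 note: z-score of nuclear minus cytoplasmic ring GR-EGFP intensity difference per well; some compounds called inactive have numbers as strong as hits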
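Medium: Induction medium lacking tetracycline, stripped serum | Probe or stimulus: 1.0 µM final dexamethasone stimulus | Schedule: 48 h induction, then 1 h compound, then 30 min agonist, 37 °C | Signal: Automated 10x imaging of fixed Hoechst-stained cells | Evaluation: Per-cell GR-EGFP intensity, nucleus versus surrounding cytoplasmic ring, well-averaged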
MT stabilizer: stabilizes microtubules in HeLa cells; 0.83% of 200,000 active; AID 2205; HeLa tubulin immunostaining HCS, 24 h; share of cells brighter than vehicle mean+2SD; % tubulin-high responders, % at 10 µM;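 active = plate Z-score above 3 for both tubulin-high and condensed-nucleus cell shares, with cell loss under 80%, at 10 µM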;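 note: anti alpha tubulin signal scored within the nucleus-defined area of each cell; some results filed as inactive read as strong as hits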
Salmonella PhoP GFP: PhoP-dependent GFP reporter repression – Salmonella Typhimurium, primary screen (AID 1863). S. Typhimurium PhoP-regulated promoter GFP reporter, 4 h; higher % means a stronger effect. 0.16% of 300,000 active. inhibition, % at 50 µM, or IC50 in µM where a hit was titrated;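 active = inhibition over 29.93%, a cutoff 3 SD above the screen mean, later confirmed by dose response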;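 note: 0% = low Mg2+ inducing control and 100% = high Mg2+ repressing control; strong numbers were not always called active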
CSM14.1 death rescue: rescue of cells from ER stress-induced death, primary screen, 384-well, CSM14.1, thapsigargin, ATP luminescence (AID 1222); 190,000 tested, under 10 active; CSM14.1 thapsigargin-induced death rescue, ATP luminescence; higher % means a stronger effect; one-dose cellular ATP content (survival), % at 20 µM; EC50 in µM for titrated hits;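 active = EC50 below 50 µM in the dose-response confirmation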;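 note: death triggered by thapsigargin at about 15 µM added after 2 h compound pretreatment; cell ATP read after overnight thapsigargin exposure of roughly 18 to 22 hours; normalized against plate controls of thapsigargin alone and 5% DMSO vehicle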
bCat nuc transl: beta-catenin nuclear translocation modulation | HeLa beta-catenin nuclear translocation, immunofluorescence imaging | nuclear translocation activity, % at 5 µM | AID 1665 | 0.3% of 190,000 active;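 active = nuclear translocation activity above 50% at 5 µM, with a well cell count of 50 or more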;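 note: per-cell ratio of nuclear to cytoplasmic median beta-catenin stain intensity; plate controls were DMSO negative control for no effect and GSK-3 inhibitor IX positive control for full effect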
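Assay system: human HeLa cells, native beta-catenin; doses: 5 µM primary, 0.02–20 µM confirmation; incubation: compound treatment 24 h, 37°C, 5% CO2; technique: fluorescence imaging of beta-catenin antibody stain plus DAPI; measure: % activation, nuclear-to-cytoplasmic median beta-catenin signal ratio per cell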
Lipid droplet: hepatic lipid droplet formation modulation | 0.4% of 240,000 active | AML12 mouse hepatocytes, oleate lipid droplets, BODIPY imaging | inhibition, % at 6.5 µM;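 active = lipid droplet intensity inhibited by at least 50%, with more than 500 cells counted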
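material = mouse AML12 hepatocyte cell line, fixed after treatment | also added = 100 µM oleic acid challenge | doses = compound at 6.5 µM only | schedule = overnight exposure | technique = Image-based BODIPY and DAPI two-channel analysis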
Dynein transport cytoplasmic EGFP: further read-out of Dynein transport, marked with its call; z-score; measured here: cytoplasmic GR-EGFP intensity; active compounds read high
Dynein transport nuclear GR-EGFP: also measured in Dynein transport; calls as there; z-score; measured here: nuclear GR-EGFP intensity;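 lower value marks the stronger effect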
Dynein transport cell count: second read-out of Dynein transport, no call of its own (marks repeat the call); z-score; measured here: cell count per field
Insulin prom up cell count: further read-out of Insulin prom up, marked with its call; cell count; measured here: cytotoxicity, nuclei count;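 total cells summed across four imaged fields per well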
Lipid droplet cells 6.5 µM: second read-out of Lipid droplet, no call of its own (marks repeat the call); cell count; measured here: cell count, cytotoxicity flag;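 cells counted across two imaged fields per well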
bCat nuc transl cell count 5 µM: recorded beside bCat nuc transl, whose call it bears; cell count; measured here: cell count, cytotoxicity flag
T cell HTS vesicle-bound %: second read-out of T cell HTS, no call of its own (marks repeat the call); double positive events, %; measured here: CD8+ vesicle-bound cell fraction;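 binding gate set so that unloaded-vesicle control wells show 10% double positive cells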
MT stabilizer Hoechst-high %: further read-out of MT stabilizer, marked with its call; % Hoechst-high responders; measured here: nuclear condensation Hoechst responders;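 share of cells brighter than vehicle mean plus two SD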
MT stabilizer cytotoxicity %: second read-out of MT stabilizer, no call of its own (marks repeat the call); toxicity, %; measured here: cytotoxicity by cell density;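 0% = mean cell density of plate MIN control wells and 100% = no cells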
Autophagy mod cell loss 18 h: second read-out of Autophagy mod, no call of its own (marks repeat the call); toxicity, %; measured here: cell loss, nuclei count;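 cell loss after 18 h compound exposure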
An asterisk follows results filed as active; i = inactive; . = not tested or not shown.

SMILES	T cell HTS	T cell HTS vesicle-bound %	Autophagy mod	Autophagy mod cell loss 18 h	Insulin prom up	Insulin prom up cell count	Dynein transport	Dynein transport cytoplasmic EGFP	Dynein transport nuclear GR-EGFP	Dynein transport cell count	MT stabilizer	MT stabilizer Hoechst-high %	MT stabilizer cytotoxicity %	Salmonella PhoP GFP	CSM14.1 death rescue	bCat nuc transl	bCat nuc transl cell count 5 µM	Lipid droplet	Lipid droplet cells 6.5 µM
NC(=O)c1ccc(NC(=O)COC(=O)CCc2ccc(S(=O)(=O)N3CCCCC3)cc2)cc1	i	34	i	46	0.7	1149	-1.4	-0.38	-0.52	1.5	2.5	3.0	6.9	-4%	-0.8%	0.5	1131	-3	695
O=c1[nH]c(=O)c2ncc(-c3ccc(Cl)cc3)nc2[nH]1	i	54	i	-8	1.3	1634	1.9	0.26	1.4	1.6	2.6	2.5	6.2	-9%	-2.5%	-2.7	1015	-4	655
O=C(NCc1cccs1)c1cc(-c2ccncc2)nc2ccc(Br)cc12	i	43	i	15	-1.2	1449	0.11	-0.37	0.66	0.49	3.2	3.0	5.9	0%	-0.9%	1.6	1536	.	.
O=C(/C=C/c1ccccc1)n1cnnc1SC/C=C/c1ccccc1	i	46	i	-11	-0.11	1440	-2.4	0.17	-1.5	-0.52	1.8	3.0	7.3	-9%	0.0%	-0.5	1087	10	718
CC(C)NC(=O)Cc1ccc(Br)cc1	i	18	i	-7	0.87	1666	0.97	-0.19	0.48	-0.099	1.0	1.0	3.9	1%	-1.6%	0.0	1057	-8	675
O=C(Nc1nnc(Cc2ccccc2)s1)c1cccnc1	i	24	i	0	-0.34	1657	0.27	-0.35	0.01	0.85	2.1	2.5	7.4	0%	0.2%	0.9	920	0	677
Cc1nc2ccc(NC(=O)c3ccco3)cc2s1	i	60	i	0	-0.03	1631	0.072	-0.39	0.26	2	1.4	0.5	0.6	8%	-0.9%	4.4	911	-1	732
O=C(NC1CCCCC1)C(c1ccccn1)N(C(=O)c1csnn1)C1CC1 (stereo unspecified)	i	34	i	-7	.	.	0.16	-0.25	0.39	-0.013	.	.	.	-1%	2.3%	0.2	1569	-23	688
COc1ccccc1C(=O)N/C(=C\c1ccc2c(c1)OCO2)C(=O)NCCc1nc2ccccc2[nH]1	i	51	i	-2	-0.03	1228	1.6	-0.15	0.9	-1.2	4.1	1.8	11	0%	-2.0%	-3.8	565	-5	674
Cc1onc(-c2ccccc2Cl)c1C(=O)N1CCc2ccccc2C1	.	.	i	34	0.55	1273	0.28	-0.27	0.42	-0.29	1.6	0.9	3.5	-4%	-1.1%	0.9	1158	-11	776
[O-]C1=N/[N+](=C/c2ccc(Cl)cc2)CC1	i	37	i	-4	1.1	751	-0.51	-0.096	0.0055	0.62	1.6	0.9	9.8	2%	-3.2%	-3.1	1058	5	703
Cc1cc(CSc2ccccc2)ccc1NC(=O)c1ccc(C)c([N+](=O)[O-])c1	i	52	i	-7	-0.42	1013	0.88	-0.22	0.63	-0.64	3.5	3.0	6.8	-5%	-2.6%	2.0	1059	-5	635
CC(=O)Nc1ccc(S(=O)(=O)N2CCN(c3cc(C)ccc3C)CC2)cc1	i	22	i	9	.	.	0.3	-0.22	0.36	0.49	5.1	2.2	8.1	6%	.	-3.3	1151	21	703
Cc1ccc(N2C(=O)C(CN(C)C)C2c2ccccc2)cc1 (stereo unspecified)	i	20	i	28	0.07	1187	-0.031	0.2	-0.087	0.29	1.2	1.6	6.2	3%	-1.9%	3.0	1377	.	.
Cc1ccc(S(=O)(=O)N2CCC(=O)N(CCOCc3ccccc3C)CC2)cc1	i	22	i	-9	1.3	1241	-0.19	-0.27	0.21	1	3.0	2.7	8.9	-5%	-2.3%	-3.6	569	-36	725
COc1ccc2c(c1)CCC1C2=NN(/C(C)=C/C(C)=O)C1c1cccc(F)c1 (stereo unspecified)	i	6	i	-5	0.05	1365	-0.67	-0.059	-0.24	0.76	3.2	2.7	2.2	-7%	0.6%	1.9	933	-20	682
COc1ccc(CCN2CN(S(=O)(=O)c3ccc(C)cc3)c3nc4ccccc4nc32)cc1OC	i	31	i	13	-0.09	1383	-0.39	-0.3	-0.52	0.6	3.3	2.4	7.7	8%	0.1%	-0.5	960	-9	622
O=S(=O)(c1ccc(Cl)s1)N1CCCCC1	i	53	i	-12	-0.04	1359	0.46	-0.24	0.38	0.26	1.2	1.8	8.1	-2%	0.3%	0.3	992	-18	714
COc1ccccc1C1/C(=C(/O)c2ccc(OC(C)C)cc2)C(=O)C(=O)N1c1cc(C)on1 (stereo unspecified)	i	48	i	27	.	.	0.41	0.11	0.6	0.19	10	1.8	11	-9%	-1.4%	-6.9	1251	6	779
CCCn1c(SCCc2ccccc2)nc2c1c(=O)[nH]c(=O)n2C	i	55	i	-10	0.16	1134	-0.58	-0.19	-0.095	0.36	1.5	2.0	1.2	-1%	0.1%	-3.4	1126	.	.
Cn1c(SCc2nnc(-c3ccccc3Br)o2)nc2sc3c(c2c1=O)CCC3	i	17	i	-1	-1.1	1270	-0.76	-0.16	-0.1	0.069	2.9	1.5	0.2	0%	3.8%	-4.9	665	.	.
CCCCCC(=O)c1c(C)[nH]c(C(=O)OCC)c1C	i	40	i	20	1.1	1107	-0.26	-0.18	0.89	-0.041	2.9	3.6	0.2	-6%	-2.3%	-2.4	557	20	790
CN1C=CC=C/C1=C1\SC(=S)N(N)C1=O	i	35	i	5	-0.22	1245	0.34	-0.22	0.49	-0.99	4.3	1.7	6.3	6%	-0.8%	-1.2	1045	6	588
COC(=O)c1cc(Cl)c(NC(=O)c2ccc(F)cc2)cc1OC	i	33	i	-4	0.35	1212	-0.4	-0.28	-0.43	0.78	7.0	2.8	11	-18%	-2.2%	1.0	817	4	707
O=C1CC(N(CCc2ccccc2)C(=S)Nc2ccccc2)C(=O)N1c1ccc(Br)cc1 (stereo unspecified)	i	2	i	10	-1	1251	0.44	-0.14	0.03	-1	9.4	2.9	1.2	-3%	-0.5%	27	517	4	632

The final two records of the section before open the next one:
SMILES	T cell HTS	T cell HTS vesicle-bound %	Autophagy mod	Autophagy mod cell loss 18 h	Insulin prom up	Insulin prom up cell count	Dynein transport	Dynein transport cytoplasmic EGFP	Dynein transport nuclear GR-EGFP	Dynein transport cell count	MT stabilizer	MT stabilizer Hoechst-high %	MT stabilizer cytotoxicity %	Salmonella PhoP GFP	CSM14.1 death rescue	bCat nuc transl	bCat nuc transl cell count 5 µM	Lipid droplet	Lipid droplet cells 6.5 µM
COC(=O)c1cc(Cl)c(NC(=O)c2ccc(F)cc2)cc1OC	i	33	i	-4	0.35	1212	-0.4	-0.28	-0.43	0.78	7.0	2.8	11	-18%	-2.2%	1.0	817	4	707
O=C1CC(N(CCc2ccccc2)C(=S)Nc2ccccc2)C(=O)N1c1ccc(Br)cc1 (stereo unspecified)	i	2	i	10	-1	1251	0.44	-0.14	0.03	-1	9.4	2.9	1.2	-3%	-0.5%	27	517	4	632
CC(C(=O)NCc1ccccn1)N1C(=O)c2ccccc2C1=O (stereo unspecified)	i	56	i	-2	-0.29	2072	0.73	0.038	0.79	-0.031	7.0	2.5	6.8	5%	-0.2%	0.4	1056	-27	664
Cc1cccc(NC(=O)C2CC(=O)N/C(=N/N=C/c3ccco3)S2)c1 (stereo unspecified)	i	46	i	0	-0.02	1516	-0.63	0.45	-0.31	0.12	4.3	2.5	8.4	-11%	-2.8%	0.1	1080	25	629
O=C1NC(=O)C(CC(=O)N(c2ccccc2)C2(C(=O)NC3CCCC3)CCCCC2)N1 (stereo unspecified)	i	3	i	-2	-0.44	1468	-0.033	-0.24	0.0061	0.064	2.2	1.5	3.6	9%	-1.9%	1.1	1465	.	.
CCOC(=O)CCc1c(C)n[nH]c1C	i	59	i	-2	-0.64	1036	-0.32	-0.22	-0.24	0.98	2.1	2.9	3.6	-4%	-1.5%	-1.6	1080	14	715
CC(C)C(=O)O/N=C(\N)c1ccc(Oc2ccc(Cl)cc2)c([N+](=O)[O-])c1	i	38	.	.	.	.	0.046	-0.22	0.11	-0.19	.	.	.	-12%	.	-0.9	1328	-30	517
O=C(NNC(=S)Nc1ccccc1)c1ccc(O)cc1	i	28	.	.	0.41	969	-0.47	-0.79	-0.47	0.13	.	.	.	.	.	0.3	1324	11	603
CC(C)NC(=O)c1ccc(-c2cccc(C(F)(F)F)c2)o1	i	27	i	-2	-0.77	1581	-0.2	-0.14	-0.58	-0.56	3.1	1.3	3.1	17%	0.1%	-1.0	1379	.	.
N#C/C(=C\c1cccc(O)c1)c1nc2ccccc2o1	i	22	.	.	0.17	1078	-0.36	-0.25	0.46	0.36	.	.	.	10%	.	-0.9	1268	2	714
CCn1c(=O)c([N+](=O)[O-])c(Cl)c2ccccc21	i	33	i	40	0.28	970	-6.1*	2.1*	-2.8*	-0.16*	1.4	1.0	7.0	19%	-4.6%	0.3	1102	-9	572

Screens from PubChem.
